High-throughput results (PubChem BioAssay)
NPC1 promoter act = activates the NPC1 promoter. 2.4% of 320,000 active. Potency, µM (doses to about 9.22 µM), for the others: at the highest dose activation, usual class: activators. AID 485313. Huh7 NPC1 promoter luciferase reporter, 24 h;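 also: % of control where 0% means no effect; nearly all actives have a fitted effect of over 60% in size; reporter is driven by a mutant NPC1 promoter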
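Stable NPC1-promoter luciferase Huh7 line; cpd (DMSO) 24 h, 37 °C, 5% CO2; Amplite luciferase reagent 10 min RT; luminescence readout. qHTS format.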
ELG1 genotox = inducers of genotoxicity in HEK293T ELG1-luciferase cells. HEK293T ELG1-luciferase reporter, luminescence, 16 h. Potency, µM (highest dose often 46 µM), for inactives: at the highest dose activity change, positive = activation, actives largely listed as activators. 1.3% of 330,000 active. AID 504466; also: % of control where 0% means no effect; nearly all actives have a fitted effect of over 60% in size
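Luminescence read-out: rising ELG1-luciferase signal, reflecting elevated ELG1 protein under genetic stress, flags genotoxic compounds. Cells were treated for 16 hr at 37 °C before ONE-Glo detection.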
BRCA1 expr act = increases BRCA1 expression | Potency, µM (doses to about 46.1 µM), inactives show at the top dose activation, most hits filed as activators | AID 624202 | MCF7-BRCA1-FFLuc reporter, luminescence, 48 h; response scale: scaled: vehicle 0%, 10 µM genistein 100% | 1.1% of 380,000 active; also: nearly all actives have a fitted effect of over 80% in size; some results filed as inactive show a strong effect at the top dose
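Cells: MCF7-BRCA1-FFLuc, 2000/well. Exposure: 48 h, 37 °C, 5% CO2. Read: luminescence, 15 min post-substrate. Controls: genistein 10 microM (maximal activation), DMSO (neutral).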
uPA generation = blocks generation of uPA at the cell surface | cell surface uPA generation assay, qHTS | Potency, µM (doses to about 38.3 µM), inactives show at the top dose activity change, negative = inhibition, actives largely listed as inhibitors | 0.31% of 330,000 active | AID 540303; active = well fitted inhibition curve with a large enough effect; inconclusive = small, poorly fitted or top-dose-only effect; inactive = no such curve, though single readings can be large or run the other way; tested in mouse RAW 264.7 cells; also: % is scaled to controls: 0 for no effect and ±100 for the full control effect; nearly all actives have a fitted effect of over 55% in size
MBNL1-CUG inh = blocks human MBNL1 binding to CUG repeat RNA; Q9NR56; TR-FRET MBNL1-His/biotin-(CUG)12 binding, 665/545 ratio; Potency, µM (titrated, usually from 57.5 µM), inactives show at the top dose activity change, negative = inhibition, usual class: inhibitors; 0.036% of 280,000 active; AID 2675; active = well fitted inhibition curve with a large enough effect in the signal ratio, with a control signal flat, not every such curve was filed as active; inconclusive = small, poorly fitted or top-dose-only effect, or effect the other way, or a change in a side signal; inactive = no such curve, though single readings can be large or run the other way; the % refers to the signal ratio; also: % is scaled to controls: 0 for no effect and ±100 for the full control effect
Target sequence (Q9NR56 whole entry, looked up): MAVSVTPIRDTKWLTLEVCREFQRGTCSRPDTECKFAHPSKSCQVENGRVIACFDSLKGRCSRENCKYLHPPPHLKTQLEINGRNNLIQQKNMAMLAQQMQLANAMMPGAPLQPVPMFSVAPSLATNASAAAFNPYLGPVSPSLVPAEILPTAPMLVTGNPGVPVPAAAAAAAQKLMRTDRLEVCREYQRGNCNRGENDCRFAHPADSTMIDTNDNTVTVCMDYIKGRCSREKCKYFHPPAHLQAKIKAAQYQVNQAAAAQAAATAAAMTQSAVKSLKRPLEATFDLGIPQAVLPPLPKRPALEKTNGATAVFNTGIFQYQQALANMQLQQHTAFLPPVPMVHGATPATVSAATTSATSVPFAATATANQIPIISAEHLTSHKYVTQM
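TR-FRET between His-tagged MBNL1 and biotin-(CUG)12 RNA, detected with Tb anti-His antibody (0.055 ng/ul) and streptavidin-XL665 (5 nM), 60 min at room temperature. Compounds titrated 92 nM to 58 uM; 665/545 nm ratio normalized to buffer and complex controls.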
p53 reactivator = restores transcriptional activity of mutant p53; H1299 p53-A138V BP100-luciferase reporter, luminescence, 24 h; Potency, µM (highest dose often 92.2 µM), for the others: at the top dose activity change, positive = activation, usual class: activators; 0.063% of 320,000 active; also: % of control where 0% means no effect; nearly all actives have a fitted effect of over 45% in size
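H1299 (p53-null), stable ts p53-A138V + BP100-Luc; 1000 cells/well, Opti-MEM/10% FBS; cpd 4 pt, 1:5; 24 h, 37 deg C, 5% CO2; detection reagent 10 min RT; luminescence.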
FLuc counter = firefly luciferase modulation, counter-screen for miR-21 project; 6.9% of 360,000 active; Potency, µM (top dose mostly 57.5 µM), for the others: at the highest dose activity change, negative = inhibition, usual class: inhibitors; P08659; purified FLuc, Km substrates, luminescence inhibition; AID 588342;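 also: plate controls were vehicle for no effect and reference inhibitor for full effect; nearly all actives have a fitted effect of over 55% in size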
Target sequence (P08659 whole entry, looked up): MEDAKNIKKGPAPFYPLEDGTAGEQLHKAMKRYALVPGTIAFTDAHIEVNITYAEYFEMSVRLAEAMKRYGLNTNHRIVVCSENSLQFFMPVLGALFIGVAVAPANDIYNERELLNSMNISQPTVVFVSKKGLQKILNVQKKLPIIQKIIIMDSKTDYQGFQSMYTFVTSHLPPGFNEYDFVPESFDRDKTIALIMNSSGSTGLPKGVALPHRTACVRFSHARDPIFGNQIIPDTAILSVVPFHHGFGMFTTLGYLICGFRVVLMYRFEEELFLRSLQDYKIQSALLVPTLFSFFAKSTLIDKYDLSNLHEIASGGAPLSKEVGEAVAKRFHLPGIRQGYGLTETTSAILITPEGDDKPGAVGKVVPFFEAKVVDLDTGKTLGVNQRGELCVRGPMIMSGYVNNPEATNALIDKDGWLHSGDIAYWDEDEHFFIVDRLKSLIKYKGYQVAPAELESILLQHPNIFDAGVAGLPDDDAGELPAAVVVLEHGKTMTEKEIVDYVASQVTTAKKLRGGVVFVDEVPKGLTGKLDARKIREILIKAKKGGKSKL
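Purified P. pyralis luciferase (10nM final) with 10uM D-luciferin and 10uM ATP (Km levels) in 50mM Tris acetate pH 7.5, 10mM Mg acetate, 0.01% Tween-20, 0.05% BSA; qHTS 6-point titration, ~60 µM downward; luminescence read.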
Gal4-VP16 FLuc = counter-screen for ROR gamma inhibitors: Gal4-VP16 reporter; Drosophila S2 Gal4-VP16 UAS-luciferase, luminescence, 20 h; Potency, µM (series often up to 53.6 µM), for the others: at the highest dose activity, negative = inhibition, most hits filed as inhibitors; 3.5% of 310,000 active;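 also: Gal4-VP16 expression switched on by copper sulfate through the metallothionein promoter; % is scaled to controls: 0 for no effect and ±100 for the full control effect; nearly all actives have a fitted effect of over 50% in size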
RORg inh = ROR gamma (mouse) transcription inhibition. P51450. Drosophila S2 Gal4-RORgamma UAS-luciferase reporter, 20 h. Potency, µM (highest dose often 53.6 µM), for inactives: at the highest dose activity change, negative = inhibition, most hits filed as inhibitors. 5.4% of 310,000 active; also: % is scaled to controls: 0 for no effect and ±100 for the full control effect; nearly all actives have a fitted effect of over 60% in size
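Stably transfected Drosophila Schneider cells are the test system, with ROR gamma fused to Gal4 and luciferase under UAS control; luminescence is read after 20 hr of 700 uM copper sulfate induction at ambient temperature.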
Rab9 prom act = activators of Rab9 promoter; Huh7 Rab9 promoter-luciferase reporter, luminescence, 24 h; Potency, µM (titrated, usually from 9.22 µM), without a hit: at the top dose activation, negative = inhibition, most hits filed as activators; 2.8% of 320,000 active; also: % of control where 0% means no effect; nearly all actives have a fitted effect of over 60% in size
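Stable Rab9-luc Huh7, 1500 cells/well, 2 h settle; cmpd in DMSO, 24 h, 37 °C/5% CO2; luciferase reagent 10 min RT; luminescence.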
* marks the source's active call; other numbers are inactive results; ? = inconclusive; . = no result given; & = joins results of further samples; [ ] = remark or other dose. Unless noted, calls follow the shape of the dose curve; as a rule, active = well fitted curve in the direction sought with a large enough effect; inconclusive = small, poorly fitted or top-dose-only effect, or another doubt; inactive = no such curve, though single readings can be large; an effect the other way counts as inactive or inconclusive. Potency is read from the fitted curve at half-maximal effect.

SMILES | NPC1 promoter act | ELG1 genotox | BRCA1 expr act | uPA generation | MBNL1-CUG inh | p53 reactivator | FLuc counter | Gal4-VP16 FLuc | RORg inh | Rab9 prom act
NNc1n[nH]c(=S)n1N | -0.4% | -5.6% | -1.1% | 1.6% | ? | -12.8% | -7.3% | ? | ? | 4.3%
CCN(CC)C(=O)c1ccc(NC(=O)CNC(C)c2cccc3ccccc23)cc1 (centres undefined) | -2.4% | -2.4% | -37.0% | 0.2% | -0.3% | -3.0% | -0.6% | -8.6% | 38.3% | -0.4%
CC1=C(C(=O)OC(C)C)[C@]2(C(=O)N(CC(N)=O)c3ccccc32)C(C#N)=C(N)O1 | -7.7% | 0.0% | -0.3% | 1.2% | -4.6% | -0.4% | -1.6% | -4.5% | 15.8% | -1.5%
CCCN1CCC(NC2CCC(O)CC2)CC1 (centres undefined) | -2.5% | 2.0% | -12.0% | 5.3% | -3.7% | . | 4.8% | -1.5% | -12.6% | -0.3%
Nc1c2c(nc3sc4c(c13)CCCC4)CCCCC2 | 2.82µM* | 13.9% | . | -6.7% | -15.9% | ? | 1.9µM* | 6.7% | 21.2% | 2.24µM*
CC1CN(CCc2ccccc2)CC(C)O1 (centres undefined) | -2.1% | 0.1% | 0.3% | 6.2% | -3.2% | 2.0% | -0.2% | 1.7% | 18.8% | -0.1%
COc1cc(C(O)CN)ccc1O (centres undefined) | 3.0%[46.1 µM] | -5.1% | 6.1% | 12.1% | . | -6.8% | -0.3% | . | . | -5.4%[46.1 µM]
c1ccc(Cn2ccnc2)cc1 | -1.4% | -3.1% | -14.9% | -12.5% | 2.7% | 2.7% | 5.9% | 0.0% | 5.8% | -4.7%
CCCC(=O)Nc1ccc(N2CCN(CC)CC2)c(Cl)c1 | 0.0% | 2.5% | -2.3% | 14.7% | -5.0% | -4.4% | 1.6% | 0.9% | 6.5% | 2.2%
CCN1CCN(Cc2ccc(NC(=O)c3ccc(C)c(NC(=O)C(=O)c4c[nH]c5ccccc45)c3)cc2C(F)(F)F)CC1 | -1.3%&0.4% | -13.8%&-15.4% | -79.3%&-14.8%&-81.7% | ? | 2.6%&-2.2% | -16.3% | ? | ? | 12.6µM* | -4.9%&-7.4%
CCCOc1ccc(N2C(=O)CC(N3CCC(O)(c4cccc(C(F)(F)F)c4)CC3)C2=O)cc1 (centres undefined) | -4.4% | -11.6% | -4.7% | 2.7% | -3.7% | 16.0% | 2.3% | -1.8% | ? | 3.0%
COc1cccc(C2(O)CCSCC2CN(C)C)c1 (centres undefined) | -0.4% | 0.6% | -8.4% | 12.4% | -0.5% | -2.3% | -1.3% | 5.9% | 3.7% | 9.6%
N#CCCn1cc(C(=O)Nc2ccc([N+](=O)[O-])cc2)c(-c2ccccc2)n1 | -0.9% | -3.6% | -6.1% | 12.9% | ? | -5.2% | 1.9% | -1.5% | 10.8% | -3.5%
COc1ccccc1CCNCc1ccc(OC)c(OC)c1OC | -2.1% | -7.5% | -2.9% | 4.5% | -5.4% | -5.2% | -11.6% | 3.7% | 9.5% | -23.4%
Cc1cccc(NC(=S)N2CC3CC(C2)c2cccc(=O)n2C3)c1C (centres undefined) | -3.4% | 2.6% | -1.1% | 2.5% | -12.6% | 4.8% | 10.2% | -10.2% | 15.5% | 0.1%
CN1CCc2cccc(Cl)c2CC1 | 2.9%[46.1 µM] | -3.0% | . | 7.0% | . | 2.5% | -0.5% | . | . | -10.7%[46.1 µM]
Cc1ccc(NC(=O)c2cn(CCC#N)nc2-c2ccc3c(c2)OCCO3)c([N+](=O)[O-])c1 | -1.0% | -0.6% | . | -1.2% | ? | -17.0% | -2.4% | 4.8% | 8.6% | -0.9%
Nc1nc2c(s1)CCCCCCCCCC2 | -1.8% | -5.6% | -13.2% | -0.7% | -2.1% | -3.7% | -2.3% | 6.3% | 11.2µM* | -3.2%
O=P(Nc1ccccc1)(Oc1ccccc1)Oc1ccccc1 | -0.6% | -11.1% | -1.0% | 28.0% | -4.7% | -0.7% | -0.8% | 6.0% | 19.1% | -3.9%
COc1cccc(CN2CCCCC2c2cccnc2)c1 (centres undefined) | 7.2% | -5.1% | -0.3% | -8.5% | 16.1% | 6.2% | -0.1% | -14.7% | -13.0% | -4.8%
CCOC(=O)c1c(-c2ccc(OC)cc2)oc2ccc(OC(=O)N(C)C)cc12 | -1.7% | -26.3% | -59.4% | -8.7% | 3.7% | -12.5% | -2.1% | -2.7% | 43.7% | -4.6%
O=C(O)c1nn(Cc2ccc(Cl)cc2Cl)c2ccccc12 | -0.7%[46.1 µM] | -1.4% | 13.5%&12.5% | -8.1% | -1.9% | -3.1% | ? | 2.4%&2.2%&-2.7% | ? | -12.4%[46.1 µM]
O=C(Nc1ccc2c(c1)OCO2)c1cn(Cc2ccc(F)cc2)nn1 | 28.6% | 14.4% | . | -0.3% | 2.2% | 17.1% | ? | 14.7% | 33.8% | 22.4%
C=CCN(CC#CCOc1ccccc1OC)CC=C | 0.0% | -1.4% | . | . | -1.2% | -10.0% | 0.4% | -2.2% | 15.4% | -0.9%
C=CCc1cc(OC)c2c(c1)OCO2 | -2.1% | -0.7% | 0.2% | 1.7% | . | -2.4% | 6.8% | -0.8% | 2.7% | -5.9%
CC(=O)N1CCN(c2ccc([N+](=O)[O-])cc2C=C2C(=O)NC(=O)NC2=O)CC1 | -2.0% | -0.8% | -0.4% | 0.4% | ? | -1.8% | -0.9% | 1.7% | -34.9% | -3.8%
CCOc1ccc(C(=O)OC2CC3CCC(C2)N3C)cc1 (centres undefined) | 2.0% | 0.6% | 20.8% | -0.1% | -5.7% | -2.8% | -4.7% | -2.5% | -4.5% | 0.1%
CC(Oc1cc2oc(=O)c3c(c2cc1Cl)CCCC3)C(=O)NCc1ccccn1 (centres undefined) | -6.0% | -1.2% | 0.8% | 3.8% | 3.7% | -8.8% | -1.7% | -26.6% | ? | -1.3%
O=c1[nH]c(=O)n(Cc2ccco2)c(O)c1C=NCc1ccc2c(c1)OCO2 | 0.0% | -1.9% | -2.7% | . | -16.5% | 11.9% | 0.3% | 0.9% | 0.3% | 1.1%
COC(=O)C1=C(c2cccc(C#N)c2)C[C@@H]2CC[C@H]1N2C(=O)NCCOc1ccccc1Cl | 0.9% | -0.2% | -7.9% | 13.5% | . | -10.1% | -14.0% | . | . | -1.6%
COc1cccc(C(=O)C2CCCN(Cc3cccc4c3OCO4)C2)c1 (centres undefined) | -1.8% | -7.0% | . | -6.7% | -3.8% | -2.2% | -3.8% | 6.4% | -0.8% | -1.7%
c1ccc2c(CCNCc3ccc4c(c3)OCO4)c[nH]c2c1 | -5.2% | -3.1% | -3.7% | -0.3% | 0.9% | -1.5% | -2.1% | ? | -28.9% | -2.8%
CC1C(C)N1CC(O)Cn1ccnc1[N+](=O)[O-] (centres undefined) | 1.0% | -2.4% | 13.6% | -4.9% | 12.3% | 2.7% | -1.6% | -0.2% | 9.4% | -1.7%
COc1nc2ccccc2nc1N1CCN(C)CC1 | 4.4% | -3.4% | 1.9% | ? | -1.3% | -4.4% | 0.3% | -1.2% | -2.5% | -1.3%
O=C1/C(=C/c2ccncc2)N2CCC1CC2 | -0.9% | -0.3% | -3.5% | -3.7% | -1.2% | 9.8% | -1.8% | ? | -6.3% | -1.4%
Oc1c(Br)cc(Br)cc1Oc1ccc(Br)cc1Br | -0.6% | -4.3% | . | . | -4.1% | 7.6% | 3.2% | -18.8% | ? | 0.6%
CCOP1(=S)Oc2cc3c(cc2C(C(=O)OC)(C(F)(F)F)O1)OCO3 (centres undefined) | -0.1% | -2.7% | 3.0% | 4.1% | -3.9% | 8.4% | 0.3% | 12.1% | 4.2% | -2.1%
COC(=O)C1=C(c2ccc(OC)c(OC)c2)C[C@@H]2CC[C@H]1N2C(=O)N1CCOCC1 | -1.9% | 5.7% | 0.0% | -10.4% | . | -2.7% | -0.8% | . | . | 5.4%
O=C(c1ccc(CNS(=O)(=O)c2ccc(Br)cc2)cc1)N1CCC2(CC1)OCCO2 | -3.0% | -4.7% | -11.7% | -3.7% | -2.7%[11.5 µM] | -6.2% | 6.3% | -6.3% | 29.6% | -5.8%
Cc1nn(-c2ccccc2)c2c1C(c1ccc(F)cc1F)C(C#N)=C(N)O2 (centres undefined) | 0.8% | -2.6% | -29.1% | -5.5% | -4.1% | -5.3% | -1.8% | 7.9% | ? | -0.7%
O=C1c2ccccc2C(=O)N1Cc1nc2ccccc2c(=O)n1-c1cccnc1 | -6.3% | -2.9% | 15.2% | -3.5% | 14.4% | 3.5% | -1.9% | 5.9% | -17.9% | ?
O=c1[nH]c(O)c(N=Nc2cc(C(F)(F)F)ccc2Cl)c(=O)[nH]1 | -6.5% | -1.1% | -23.3% | -8.6% | ? | 5.0% | -13.9% | -3.8% | 19.6% | 0.6%
Cc1cc(C=C2C(=O)NC(=O)NC2=O)c(C)n1-c1ccncc1 | -6.5% | -4.4% | -2.6% | 3.0% | 5.4% | -5.5% | -19.9% | -17.9% | 8.1% | -3.2%

The list is partial. The share of hits here may be higher or lower than overall.
